Bioassay records from PubChem BioAssay.
PAX8 inh HTS – inhibitors of PAX8 transcriptional activity in RMG-I cells | 1.2% of 360,000 active | RMG-I TPO-luciferase reporter, SteadyGlo, 24 h | inhibition, % at 12.6 µM;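 active = mean replicate inhibition at least 60% with every replicate also reaching 60%; inconclusive = only one of the two criteria is met; inactive = mean below 60% and not all replicates reaching 60%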;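 also: luciferase light reporting Pax8 driven TPO promoter activity; plate controls were median of neutral control wells for no effect and mitoxantrone controls for full effect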
DENV2 CPE rescue – protects cells from dengue virus 2 cytopathic effect; DENV2-infected cells, cytopathic effect rescue, plate reader; CPE inhibition, % at 9.99 µM; 1.7% of 350,000 active; in the data active = CPE inhibition above about 20%, passing the limit was not always enough; inconclusive = no clear call, values can overlap the other calls; tested in BHK-21 cells;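 also: 0% = median of neutral control wells and 100% = median of positive control wells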
ERp5 block – ERp5 (human) disulfide isomerase inhibition; Q15084; ERp5 insulin aggregation, absorbance 650 nm, 90 min; inhibition, % at 9.99 µM; 0.05% of 350,000 active;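 active = mean replicate inhibition above about 25%, with every replicate also reaching it, limit read from the data, passing the limit was not always enough; inconclusive = only one of those two criteria met; inactive = neither criterion met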
Target sequence (Q15084 whole entry, looked up): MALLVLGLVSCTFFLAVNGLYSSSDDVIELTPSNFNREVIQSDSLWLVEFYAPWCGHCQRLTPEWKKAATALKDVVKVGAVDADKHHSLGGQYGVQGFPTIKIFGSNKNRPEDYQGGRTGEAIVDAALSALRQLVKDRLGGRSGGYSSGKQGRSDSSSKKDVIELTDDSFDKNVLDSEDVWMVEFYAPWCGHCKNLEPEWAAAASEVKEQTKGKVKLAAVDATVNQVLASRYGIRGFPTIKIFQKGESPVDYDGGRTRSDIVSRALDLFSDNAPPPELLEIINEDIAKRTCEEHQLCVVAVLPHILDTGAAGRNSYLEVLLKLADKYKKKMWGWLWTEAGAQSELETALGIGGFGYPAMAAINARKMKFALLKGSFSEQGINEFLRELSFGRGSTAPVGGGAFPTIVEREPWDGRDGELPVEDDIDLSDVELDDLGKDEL
EWS-Fli block – blocks EWS/Fli oncoprotein-driven transcription; A673 NR0B1-luciferase reporter, viability-normalised; inhibition, % at 12.6 µM; 0.67% of 350,000 active;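 active = mean inhibition of at least 50% after viability correction, with every replicate also passing that limit; inconclusive = mean reaches 50% but only one of two replicates passes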;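 also: firefly luciferase signal divided by Alamar Blue viability fluorescence both relative to DMSO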
F508del corr – correctors of CFTR F508del function in bronchial epithelial cells | 0.36% of 350,000 active | CFBE cells, YFP halide quenching; stimulated with forskolin plus potentiator P3; % fluorescence drop versus neutral controls | activity (quench increase), % at 7.58 µM;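 active = mean added fluorescence quench of at least 8% versus neutral control, with both replicates also reaching 8%; inconclusive = only one of the mean or replicate conditions met; inactive = mean below 8% and not both replicates reaching 8%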;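 also: cells transiently co-express mutant CFTR-F508del with the halide-sensitive YFP; corrector assay measuring rescue of mutant channel to the surface after 24 h compound exposure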
Xi reactivation – reactivates the inactive X chromosome in mouse fibroblasts; XiGFP mouse fibroblasts, % GFP-positive cells imaging, 3 d; cells co-treated with 5-aza-dC sensitizer; scaled so ellipticine positive control = 100%; activation, % at 7.58 µM; 0.055% of 360,000 active;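 active = mean normalized replicate activation at least 10% and every replicate at or above 10%; inconclusive = only one of the two criteria met; inactive = mean below 10% and not all replicates reach 10%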;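 also: 0% = median of on-plate neutral control wells and 100% = ellipticine 6 µM median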
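Material: XiGFP fibroblasts, SV40-immortalized. Buffer or medium: DMEM plus 5-aza-dC sensitizer. Compound: single concentration per compound, delivered by pin transfer. Times: 3 days compound exposure. Controls: ellipticine 6 µM.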
INS-1E GSIS act – primary screen for activators of insulin secretion dependent on glucose, INS-1E cells, GLuc reporter luminescence | INS-1E GLuc reporter insulin secretion, 2-3 h | activation, % at 16.6 µM | AID 743287 | 0.61% of 370,000 active;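 active = lowest replicate activation of at least 40%, so every replicate reaches that level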;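 also: 0% = median of neutral control wells and 100% = median of IBMX positive control wells; some compounds called inactive have numbers as strong as hits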
ARNT TACC3 PPI – disrupts binding between human ARNT and TACC3. inhibition, % at 9.99 µM. 0.66% of 390,000 active. Q9Y6A5. AlphaScreen His-ARNT PAS-B/GST-TACC3 binding, luminescence; TACC3 fragment carries E629A point mutation;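 active = mean inhibition of replicates at least 50% and at least half of replicates each reaching 50%; inconclusive = half or more replicates reach 50% but mean below 50%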;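 also: 0% = complete ARNT plus TACC3 wells and 100% = ARNT alone without TACC3; many hits fall short of the cut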
Starred values were filed as active, the others as inactive; ? = inconclusive; / = no result given.

Results follow in this order: INS-1E GSIS act | ERp5 block | PAX8 inh HTS | ARNT TACC3 PPI | DENV2 CPE rescue | F508del corr | Xi reactivation | EWS-Fli block
COc1ccc(-c2cc(C(=O)Nc3ccc(F)cc3F)no2)cc1
    12 | -2 | -36 | -12 | 1 | -0.8 | 0.0 | -4
C[C@@H]1CN([C@H](C)CO)C(=O)Cc2cc(NC(=O)CCC(F)(F)F)ccc2O[C@@H]1CN(C)Cc1ccc(Oc2ccccc2)cc1
    -28 | / | 21 | -4 | -2 | 0.2 | 1.2 | 14
C[C@@H]1CN([C@H](C)CO)S(=O)(=O)c2ccc(-c3ccc(C(=O)N(C)C)cc3)cc2O[C@H]1CN(C)C(=O)C1CCOCC1
    10 | ? | -4 | -12 | -5 | -1.8 | -1.3 | 8
C/C=C/c1cnc2c(c1)C(=O)N([C@@H](C)CO)C[C@@H](C)[C@H](CN(C)C(=O)C1CCCCC1)O2
    -6 | 9 | / | -9 | 6 | 1.9 | -0.9 | -4
O=C(COC(=O)c1ccccc1Br)Nc1cccnc1Cl
    20 | -8 | -15 | / | -3 | 2.4 | 0.1 | -1
CC(=O)c1cnc(Nc2cccc(C)c2)s1
    -7 | 2 | -124 | 5 | -3 | 2.5 | -0.1 | -127
COc1ccc(CN2CCN(C(=O)CCC(=O)Nc3nnc(C(F)(F)F)s3)CC2)cc1F
    5 | 0 | -1 | -11 | 2 | 1.2 | 0.0 | -6
CC(C)n1cc(CN2CCCC(CNS(=O)(=O)c3cccc4cccnc34)C2)cn1 (stereo not drawn)
    -2 | 3 | 1 | -1 | 22* | -1.3 | 0.4 | -7
N#CC(C#N)=Cc1ccc(NC(=O)c2ccc(Br)cc2)cc1
    9 | -1 | -85 | 4 | 1 | -1.2 | 0.1 | -103
NS(=O)(=O)c1cccc(NC(=O)c2cccc(S(=O)(=O)N3CCCCCC3)c2)c1
    0 | 7 | 25 | 3 | ? | 2.8 | 0.1 | 13
COc1cccc(N2CCN(C(=O)c3nc4nc(C)cc(C)n4n3)CC2)c1
    -3 | 3 | 37 | -2 | -4 | -3.7 | 0.0 | 9
Cc1ccc(NC(=O)CCNC(=O)c2ccccc2Cl)cc1S(=O)(=O)N1CCOCC1
    -12 | -2 | 1 | -3 | -7 | 0.0 | 0.0 | 0
N#C/C(=C\c1cccnc1)c1nc2c(s1)CCCC2
    -2 | 6 | -156 | -2 | -9 | / | 0.1 | -127
OC(COc1ccc(Cl)cc1Cl)Cn1ccnc1 (stereo not drawn)
    3 | 0 | 3 | -3 | 42* | 3.9 | 0.0 | -2
C[C@H]1CN([C@@H](C)CO)C(=O)c2cc(NS(=O)(=O)c3ccc(Cl)cc3)ccc2O[C@@H]1CN(C)Cc1ccc(Oc2ccccc2)cc1
    -6 | -1 | / | 3 | -1 | 1.9 | -0.5 | -8
COc1cc(NC(=O)c2cccc(C)c2)c(OC)cc1NC(=O)CN1CCOCC1
    22 | 2 | -4 | 5 | 0 | -2.4 | 0.2 | 4
O=C(C[C@H]1CC[C@H](NC(=O)C2CC2)[C@H](CO)O1)NCc1ccncc1
    7 | -2 | 0 | 7 | 12 | 1.5 | -0.5 | 1
O=C(CCN1C(=O)/C(=C/c2ccccc2F)SC1=S)Nc1ccccn1
    -2 | 6 | -2 | 7 | -10 | -1.1 | -0.2 | /
CCOc1ccc(CNC(=O)C2Cc3cc(S(=O)(=O)N4CCCC4)ccc3N2C(C)=O)cc1 (stereo not drawn)
    7 | 4 | -34 | -23 | 4 | -1.9 | 0.0 | -6
CN1CCN(CC(O)COc2ccccc2)CC1 (stereo not drawn)
    1 | -2 | -5 | 1 | -4 | -0.8 | 0.0 | 11
COCCNC(=O)c1onc(CCl)c1C(=O)OC
    6 | 5 | 22 | -3 | -5 | 1.4 | 0.3 | 18
O=C(COc1ccccc1)NN1C(=O)CSC1=S
    -3 | 3 | -2 | 1 | 0 | -4.2 | 0.0 | 7
CO[C@@H]1CN(C)C(=O)c2ccc(NS(=O)(=O)c3cccc(F)c3)cc2OC[C@@H](C)N(Cc2cc(F)ccc2F)C[C@@H]1C
    -38 | 0 | 6 | 0 | -1 | -6.1 | -0.3 | 18
Cc1ccc(-c2nn(CC(=O)NN3CCOCC3)c(=O)c3ccccc23)cc1
    13 | 3 | 18 | / | -2 | 0.4 | 0.0 | 12
O=C(NC1CCCCC1)N[C@@H]1CC[C@H](CCNS(=O)(=O)c2ccccc2)O[C@@H]1CO
    10 | 1 | -1 | -15 | -6 | -2.6 | 0.0 | 0
CC(C)(C)OC(=O)N/N=C\c1cccnc1
    10 | -5 | -75 | -2 | -1 | -2.3 | 0.0 | 8
C=CCN1C(=S)CC(c2ccccc2)=Nc2ccccc21
    -2 | -3 | 24 | -6 | ? | 1.1 | 0.2 | 14
Cc1onc(-c2ccccc2)c1-c1csc(COc2ccccc2)n1
    -6 | -2 | -18 | -9 | 7 | -1.7 | 0.0 | 6
CO[C@H](CN(C)S(=O)(=O)c1ccc(Cl)cc1)[C@@H](C)CN([C@@H](C)CO)S(=O)(=O)c1cccc(Cl)c1
    -30 | -1 | -2 | 0 | -3 | -0.4 | 0.0 | 9
CN(c1ccccc1)S(=O)(=O)c1cccc(NC(=O)C2=NN(c3ccccc3)C(=O)CC2)c1
    -9 | 3 | 53 | -3 | -3 | 3.8 | 0.0 | 25
CCOc1ccccc1NC(=O)CCCCCN1C(=O)[C@@H]2Cc3ccccc3CN2C1=O
    -24 | -14 | 4 | 25 | 0 | 2.7 | 0.2 | 5
CC(C)N(Cc1ccccc1)C(=O)COC(=O)/C=C/c1cnc2ccccc2n1
    -10 | 2 | 4 | 5 | 11 | -0.6 | -0.1 | 3
CCOC(=O)c1cnc2c(C#N)c(C)nn2c1-c1ccccc1
    / | -1 | 13 | -6 | 0 | -3.6 | -0.1 | 9
O=C(NCc1ccco1)Nc1ccc([N+](=O)[O-])cc1
    21 | 3 | -30 | 1 | 0 | -5.7 | 0.0 | 2
O=C(Cc1ccc(F)cc1)N1CCN(c2ccc(F)cc2)CC1
    4 | 0 | 14 | -4 | -4 | -2.0 | 0.2 | 10
O=C(Cn1cnc2c(OCc3ccccc3)ncnc21)N1CCN(c2ccccn2)CC1
    19 | 7 | -2 | 3 | -6 | 2.7 | 0.0 | 2
O=C(Nc1ccc(Cl)cc1)C1CCCN(S(=O)(=O)c2cnc[nH]2)C1 (stereo not drawn)
    -6 | 5 | -6 | -13 | 0 | -0.6 | 0.1 | -4
CC(C)NC(=O)N(C)C[C@H]1Oc2ccc(NC(=O)CCN3CCOCC3)cc2CC(=O)N([C@H](C)CO)C[C@H]1C
    1 | -6 | -3 | 1 | -2 | -0.8 | 0.2 | 0
COc1ccc(N2CCN(C(=O)C3CCN(S(=O)(=O)c4ccccc4)CC3)CC2)cc1
    -5 | -5 | -4 | 8 | 4 | 2.0 | 0.0 | -6
Cn1c(=O)[nH]c(=O)c2c1nc(CN1CCOCC1)n2Cc1ccccc1
    -3 | 1 | / | 23 | 19 | -1.9 | / | -5
CO[C@@H]1CN(C)C(=O)c2cc(NC(C)=O)ccc2OC[C@@H](C)N(C(=O)c2cccnc2)C[C@H]1C
    8 | 0 | 11 | 2 | -3 | 1.6 | 0.7 | -8
C[C@@H]1CN([C@H](C)CO)C(=O)c2cc(NC(=O)Nc3ccc4c(c3)OCO4)ccc2O[C@@H]1CN(C)S(=O)(=O)c1ccc(Cl)cc1
    -14 | 2 | / | 2 | 7 | 1.2 | 9.3 | -1
CC(=O)N1CCCC(C)(C(=O)Nc2cccc(OC(C)C)c2)C1 (stereo not drawn)
    -2 | 2 | -15 | / | -3 | 0.1 | 0.0 | -5
Cc1cnccc1CN(C)C(=O)C1CCC(=O)N(Cc2ccccc2F)C1 (stereo not drawn)
    4 | 5 | -7 | -9 | -4 | 1.7 | 0.3 | -7
CCOC(=O)/C(=C/c1ccc(OC(=O)c2ccccc2)cc1)C(C)=O
    -31 | / | -17 | -1 | / | / | -0.3 | /
CC(C)C#Cc1cnc2c(c1)C(=O)N([C@@H](C)CO)C[C@@H](C)[C@H](CN(C)C(=O)c1cnccn1)O2
    6 | -4 | / | -13 | -15 | 2.3 | 0.6 | -10
O=[N+]([O-])c1cccc(CSc2nnc3ccccn23)c1
    13 | 2 | -26 | -8 | 3 | -3.9 | 0.0 | -4
COCCn1c(N)c(N(Cc2ccccc2)C(=O)c2cc3ccccc3o2)c(=O)[nH]c1=O
    31 | 0 | -4 | -15 | 11 | 2.1 | 0.1 | 4
O=C(CN1CCOCC1)NCC[C@@H]1CC[C@@H](NC(=O)Nc2ccc(C(F)(F)F)cc2)[C@H](CO)O1
    5 | -7 | 6 | -15 | / | -1.6 | -0.6 | 0
CCS(=O)(=O)Nc1ccc2c(c1)C(=O)N(C)C[C@H](OC)[C@@H](C)CN(C(=O)NC(C)C)[C@H](C)CO2
    11 | -2 | / | -7 | -6 | -1.9 | 0.4 | 2
CCOC(=O)C1CCN(C2=NC(=O)/C(=C/c3ccc(O)cc3)S2)CC1
    10 | -4 | -3 | 7 | -2 | -2.5 | 0.3 | 8
COc1ccc(C2CC=C(C(C)=O)CN2S(=O)(=O)c2ccccc2)cc1 (stereo not drawn)
    18 | 0 | -2 | / | -3 | -2.1 | -0.1 | 0
CCC(=O)NC(NC(=S)Nc1c(C)n(C)n(-c2ccccc2)c1=O)C(Cl)(Cl)Cl (stereo not drawn)
    -5 | -2 | 18 | -17 | 5 | -1.8 | -0.1 | 3
O=C(O)c1ccc(CNCc2ccccc2F)cc1
    -8 | -5 | -5 | -4 | -2 | 1.0 | 0.0 | 2
COCCNC(=O)Cn1nc(-c2ccccc2F)ccc1=O
    13 | -7 | 6 | -8 | ? | 0.7 | 0.1 | 0
O=C(CNCCCO)Nc1cc(C(F)(F)F)cc(NC(=O)CNCCCO)c1Cl
    10 | 0 | -29 | -6 | 1 | / | 0.0 | -5
Cc1cccc(N(CC(=O)NC(C)(C)C)C(=O)CS(=O)CC(=O)Nc2ccc(F)cc2)c1 (stereo not drawn)
    -25 | 0 | 6 | -6 | 1 | -0.3 | -0.3 | 3
COc1ccc(/C=C2/SC(=O)N(CC(O)Cn3c4ccccc4c4ccccc43)C2=O)cc1 (stereo not drawn)
    4 | / | 18 | -9 | / | / | 0.0 | /
COc1ccnc(Oc2ccc(F)cc2)c1C(=O)N/C=N/OCc1ccccc1
    7 | -1 | -22 | 10 | 5 | 1.0 | 0.2 | 7
COc1ccc(S(=O)(=O)N2CCN(C(=O)c3ccc(=O)[nH]n3)CC2)cc1OC
    6 | -2 | -3 | / | 0 | -1.0 | 0.2 | -2
